E-sel inducer = E-selectin induction on HUVECs | P16581 | HUVEC E-selectin immunofluorescence imaging; normalized: neutral wells 0, TNF-alpha wells 100 | 260,000 tested, 0.37% active | activation, % at 7.58 µM | AID 686992;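 active = mean E-selectin-positive cell signal at least 10% of the positive control, reached in at least 60% of replicates, without over 20% cell loss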;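 note: in these data hits start at about 27%; measured in HUVEC primary endothelial cells; signal is the percent of cells scored E-selectin positive by PE staining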
Target sequence (P16581 whole entry, looked up): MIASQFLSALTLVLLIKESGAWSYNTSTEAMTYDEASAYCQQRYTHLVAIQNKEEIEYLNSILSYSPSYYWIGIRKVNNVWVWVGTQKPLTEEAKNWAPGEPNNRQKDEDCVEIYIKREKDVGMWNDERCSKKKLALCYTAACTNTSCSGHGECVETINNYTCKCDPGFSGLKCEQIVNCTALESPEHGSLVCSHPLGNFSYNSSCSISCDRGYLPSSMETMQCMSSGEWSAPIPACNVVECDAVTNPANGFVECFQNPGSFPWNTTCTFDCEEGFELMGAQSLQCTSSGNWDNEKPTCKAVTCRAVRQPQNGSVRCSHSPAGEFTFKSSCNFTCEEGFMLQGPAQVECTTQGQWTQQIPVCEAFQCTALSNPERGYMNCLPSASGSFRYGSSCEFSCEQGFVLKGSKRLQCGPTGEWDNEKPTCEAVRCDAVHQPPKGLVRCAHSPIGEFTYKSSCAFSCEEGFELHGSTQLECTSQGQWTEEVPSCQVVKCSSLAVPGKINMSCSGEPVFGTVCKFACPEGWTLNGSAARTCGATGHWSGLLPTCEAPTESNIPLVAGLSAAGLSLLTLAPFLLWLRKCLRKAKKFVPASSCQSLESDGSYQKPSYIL
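Test system: HUVEC | Signal: Immunofluorescence imaging | Read-out: Percent E-selectin-positive cells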
esBAF inh = inhibitors of esBAF chromatin remodeling in mouse ES cells; 350,000 tested, 2% active; AID 602393; reporter increase, % at 12.5 µM; Bmi1-luciferase knock-in reporter, 24 h; 100% = twice the neutral-well signal; in the data active = activation above about 40%;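 note: 0% = median of the plate's neutral control wells and 100% = double that signal; a rise in the Bmi1 reporter signal indicates esBAF inhibition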
XiGFP reactiv = X-chromosome reactivation activator. 360,000 tested, 0.055% active. XiGFP mouse fibroblasts, % GFP-positive cells imaging, 3 d; cells co-treated with 5-aza-dC sensitizer; scaled so ellipticine positive control = 100%. activation, % at 7.58 µM;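 active = mean normalized replicate activation at least 10% and every replicate at or above 10%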;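 note: 0% = median of on-plate neutral control wells and 100% = ellipticine 6 µM median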
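Material: XiGFP fibroblasts, SV40-immortalized; Buffer or medium: DMEM containing 5-aza-dC; Compound dosing: single point; Times: 3 days compound exposure.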
* marks the source's active call; other numbers are inactive results.

SMILES | E-sel inducer | esBAF inh | XiGFP reactiv
C[C@@H]1CCCCO[C@@H](CN(C)S(C)(=O)=O)[C@@H](C)CN([C@@H](C)CO)C(=O)c2cc(NC(=O)Cc3ccccc3)ccc2O1 | -0.3 | 0 | 2.9
COc1ccc(C#Cc2cnc3c(c2)C(=O)N([C@H](C)CO)C[C@@H](C)[C@H](CN(C)C(=O)Nc2cccc(OC)c2)O3)cc1 | -0.1 | 4 | 0.0
CO[C@@H]1CN(C)C(=O)c2ccc(NC(=O)Nc3cccc(F)c3)cc2OC[C@@H](C)N(C(=O)C2CC2)C[C@@H]1C | -0.1 | 2 | 0.1
CC(C)NC(=O)N(C)C[C@@H]1OCCCC[C@H](C)Oc2ccc(NC(=O)NC3CCCCC3)cc2C(=O)N([C@@H](C)CO)C[C@H]1C | -0.1 | 4 | 0.0
COc1ccc(CN(C)C[C@@H]2OCCCC[C@H](C)Oc3ccc(N(C)C)cc3C(=O)N([C@H](C)CO)C[C@H]2C)cc1 | -0.1 | 0 | -1.2
Cn1c(=O)c2c(ncn2CC(=O)OCC(=O)Nc2cc(Cl)ccc2Cl)n(C)c1=O | -1.2 | -3 | 0.1
CNC[C@H]1Oc2ccc(NC(=O)Nc3c(C)noc3C)cc2CC(=O)N([C@H](C)CO)C[C@H]1C | 0.0 | -2 | 0.1
COCC(=O)Nc1ccc2c(c1)OC[C@@H](C)N(Cc1cncnc1)C[C@H](C)[C@@H](OC)CN(C)C2=O | 0.0 | -2 | 0.5
C[C@@H]1CN([C@@H](C)CO)C(=O)c2cc(NS(=O)(=O)c3ccc(Cl)cc3)ccc2O[C@@H]1CN(C)Cc1ccc(C(F)(F)F)cc1 | -0.4 | 1 | 0.0
C[C@@H]1CN([C@H](C)CO)C(=O)c2cc(-c3ccc(F)cc3)cnc2O[C@@H]1CN(C)C(=O)Nc1ccc(F)cc1 | 0.1 | 4 | 0.5
C[C@@H]1CN([C@H](C)CO)C(=O)c2cc(NC(=O)Nc3ccccc3)ccc2O[C@H]1CN(C)Cc1ccc(Cl)c(Cl)c1 | 0.2 | -2 | 0.2
C[C@@H]1CN([C@H](C)CO)C(=O)c2cccc(NC(=O)c3nc4ccccc4s3)c2O[C@H]1CN(C)Cc1ccccc1 | 0.3 | 2 | 0.0
C[C@H](CO)N1C[C@H](C)[C@H](CN(C)C(=O)C2CCOCC2)Oc2ncc(C#CC3(O)CCCC3)cc2C1=O | 0.0 | 3 | -0.6
Cc1ccc(CN(C)C[C@H]2OCc3cn(nn3)CCCC(=O)N([C@H](C)CO)C[C@@H]2C)cc1 | 0.0 | 2 | 0.0
C[C@@H]1CCCCO[C@@H](CN(C)C)[C@H](C)CN([C@@H](C)CO)C(=O)c2cc(NC(=O)CCCN(C)C)ccc2O1 | 0.0 | -1 | 0.1
C[C@@H]1CN([C@H](C)CO)C(=O)CCCn2cc(nn2)CO[C@@H]1CN(C)C(=O)c1ccncc1 | 0.0 | -3 | -0.4
COc1ccc(NC(=O)CC2C(=O)N(C)C(=S)N2Cc2ccc3c(c2)OCO3)cc1 (centres undefined) | -0.9 | -1 | 0.0
CCCNC(=O)N[C@H]1C=C[C@H](CC(=O)NCCc2ccccc2)O[C@H]1CO | 0.2 | -3 | 0.1
CCCC(=O)Nc1ccc2c(c1)C(=O)N(C)C[C@H](OC)[C@@H](C)CN(CC1CCOCC1)[C@@H](C)CO2 | -0.1 | 2 | 0.1
C[C@H](CO)N1C[C@H](C)[C@H](CN(C)Cc2ccncc2)Oc2ncc(C#Cc3ccncc3)cc2C1=O | 0.0 | 0 | -0.4
CCCC(=O)Nc1ccc2c(c1)C(=O)N(C)C[C@H](OC)[C@@H](C)CN(CC1CCCC1)[C@H](C)CO2 | 0.1 | -3 | -0.5
C[C@@H]1CCCCO[C@H](CN(C)C)[C@@H](C)CN([C@@H](C)CO)C(=O)c2cc(NS(=O)(=O)c3ccc(F)cc3)ccc2O1 | 0.0 | -5 | 0.6
CC(C)C(=O)Nc1ccc2c(c1)C(=O)N(C)[C@@H]1CC[C@H](CC(=O)NC3CCCC3)O[C@@H]1CO2 | 0.2 | 3 | 0.4
COc1cccc(-c2cnc3c(c2)C(=O)N([C@H](C)CO)C[C@H](C)[C@@H](CN(C)CC2CCCC2)O3)c1 | 0.1 | -3 | -0.7
CNC[C@@H]1OCCCC[C@@H](C)Oc2ccc(NS(=O)(=O)c3ccc(Cl)cc3)cc2C(=O)N([C@@H](C)CO)C[C@H]1C | -0.1 | -6 | -1.1
C[C@@H]1CN([C@@H](C)CO)S(=O)(=O)c2ccc(-c3cccnc3)cc2O[C@H]1CN(C)Cc1cccnc1 | 0.0 | 0 | -1.2
CCCC#Cc1ccc2c(c1)O[C@@H](CN(C)Cc1ccccc1)[C@H](C)CN([C@H](C)CO)S2(=O)=O | 2.3 | -6 | 0.0
O=C(C[C@H]1C=C[C@H](NC(=O)C2CC2)[C@H](CO)O1)NC1CCC1 | -0.3 | 1 | -0.8
CCCN1C[C@H](C)[C@H](OC)CN(C)C(=O)c2cc(NC(=O)Nc3cccc(OC)c3)ccc2OC[C@H]1C | 0.4 | -8 | 0.6
COc1ccc(S(=O)(=O)N(C)C[C@H]2Oc3ccc(NC(=O)Nc4cccc5ccccc45)cc3C(=O)N([C@H](C)CO)C[C@@H]2C)cc1 | 0.0 | -1 | 0.4
C[C@H](CO)N1C[C@H](C)[C@H](CN(C)Cc2ccc(-c3ccccc3)cc2)OCc2cn(nn2)CCCC1=O | 0.1 | -5 | -0.1
COc1ccc(NC(=O)N(C)C[C@H]2Oc3c(NC(=O)Nc4ccc(C(F)(F)F)cc4)cccc3C(=O)N([C@@H](C)CO)C[C@@H]2C)cc1 | 2.5 | 0 | 0.0
C[C@H]1CN([C@@H](C)CO)C(=O)Cc2cc(NS(=O)(=O)c3ccc(F)cc3)ccc2O[C@H]1CN(C)Cc1ccc(Cl)c(Cl)c1 | 2.0 | 8 | 0.2
COc1ccc(NC(=O)N(C)C[C@@H]2Oc3ccc(NS(=O)(=O)c4ccc(C)cc4)cc3CC(=O)N([C@H](C)CO)C[C@H]2C)cc1 | 1.1 | -1 | -0.8
C[C@@H]1CN([C@H](C)CO)C(=O)c2cc(-c3ccccc3)cnc2O[C@H]1CN(C)C(=O)c1cccc(F)c1 | 0.0 | 1 | 0.0
C[C@H]1CN([C@@H](C)CO)C(=O)c2cccc(NC(=O)c3cnccn3)c2O[C@H]1CN(C)S(=O)(=O)c1ccccc1 | 0.1 | 4 | 0.0
Cc1ccc(NC(=O)COC(=O)c2ccc3c(c2)C(=O)N(CCc2ccccc2)C3=O)c(C)c1 | -0.7 | 1 | 0.3
CNC[C@H]1Oc2ccc(NC(=O)NC3CCCCC3)cc2CC(=O)N([C@@H](C)CO)C[C@@H]1C | -0.1 | -5 | 0.0
CO[C@@H]1CN(C)C(=O)c2cc(NS(C)(=O)=O)ccc2OC[C@@H](C)N(Cc2cccnc2)C[C@H]1C | 0.3 | -3 | 0.0
COc1ccc(S(=O)(=O)N(C)C[C@@H]2OCc3cn(nn3)CCCC(=O)N([C@H](C)CO)C[C@@H]2C)cc1 | 0.5 | 0 | -0.6
CNC[C@H]1Oc2c(NC(=O)c3nc4ccccc4s3)cccc2C(=O)N([C@H](C)CO)C[C@@H]1C | -0.1 | -10 | 0.7
C[C@@H]1CN([C@@H](C)CO)C(=O)c2cccc(NC(=O)Nc3ccc(C(F)(F)F)cc3)c2O[C@@H]1CN(C)S(=O)(=O)c1ccccc1 | 1.6 | 13 | -0.7
Cc1ccc(S(=O)(=O)Nc2cccc3c2O[C@H](CN(C)Cc2ccc(Cl)c(Cl)c2)[C@@H](C)CN([C@@H](C)CO)C3=O)cc1 | 0.2 | -9 | 0.0
C[C@@H]1CN([C@H](C)CO)C(=O)Cc2cc(NC(=O)CCC(F)(F)F)ccc2O[C@@H]1CN(C)S(C)(=O)=O | 39* | -1 | 0.0
COc1cccc(S(=O)(=O)Nc2ccc3c(c2)OC[C@H](C)N(Cc2ccccc2F)C[C@@H](C)[C@H](OC)CN(C)C3=O)c1 | -0.1 | -1 | 0.5
C[C@@H]1CN([C@@H](C)CO)C(=O)c2cc(NS(C)(=O)=O)ccc2O[C@@H](C)CCCCO[C@H]1CN(C)Cc1ccccc1 | 0.1 | -5 | -1.0
CNC[C@@H]1OCCCC[C@H](C)Oc2ccc(NC(=O)Nc3ccc(C(F)(F)F)cc3)cc2C(=O)N([C@@H](C)CO)C[C@H]1C | 0.3 | -2 | -0.9
CCCC#Cc1ccc2c(c1)O[C@H](CN(C)C(=O)C1CCCCC1)[C@@H](C)CN([C@@H](C)CO)S2(=O)=O | 0.4 | 3 | -1.3
N/C(Cc1ccc(Cl)cc1Cl)=N\OC(=O)Cc1cccs1 | 0.1 | 26 | 0.0
CCN(CC)S(=O)(=O)c1cc(NC(=O)CCNC(=O)c2ccccc2Cl)ccc1C | 0.1 | -4 | 0.0
C[C@H](CO)N1C[C@H](C)[C@H](CN(C)Cc2cccc(O)c2)OCc2cn(nn2)CCCC1=O | 0.2 | -6 | -0.5
C[C@H]1CN([C@@H](C)CO)C(=O)c2cccc(NS(=O)(=O)c3ccc(F)cc3)c2O[C@@H]1CN(C)Cc1ccc(Oc2ccccc2)cc1 | 0.7 | 3 | -0.7
CO[C@H]1CN(C)C(=O)c2ccc(NC(C)=O)cc2OC[C@@H](C)N(Cc2cccnc2)C[C@H]1C | -0.1 | -4 | 0.2
C[C@@H]1CN([C@H](C)CO)S(=O)(=O)c2ccc(-c3ccncc3)cc2O[C@H]1CN(C)C(=O)C1CCCCC1 | -0.2 | -3 | -0.5
C[C@@H]1CN([C@@H](C)CO)C(=O)c2cccc(NC(=O)c3cnccn3)c2O[C@@H]1CN(C)S(=O)(=O)c1ccc(Cl)cc1 | 0.0 | 4 | -1.3
C[C@@H]1CN([C@H](C)CO)C(=O)c2cccc(NS(=O)(=O)c3ccc(F)cc3)c2O[C@@H]1CN(C)Cc1ccc(Oc2ccccc2)cc1 | 0.1 | -4 | 0.2
CO[C@H]1CN(C)C(=O)c2cc(NC(=O)c3cccc(Oc4ccccc4)c3)ccc2OC[C@H](C)NC[C@H]1C | -0.3 | -7 | 0.6
CN1C(=O)c2cc(NC(=O)c3ccc(C(F)(F)F)cc3)ccc2OC[C@H]2O[C@H](CC(=O)NCc3ccc4c(c3)OCO4)CC[C@H]21 | 0.0 | 11 | 0.2
C[C@H]1CN([C@@H](C)CO)S(=O)(=O)c2ccc(-c3cccnc3)cc2O[C@H]1CN(C)Cc1cccnc1 | 0.5 | -6 | -0.3
C[C@@H]1CCCCO[C@H](CN(C)C(=O)CCCN(C)C)[C@H](C)CN([C@H](C)CO)C(=O)c2cc(N(C)C)ccc2O1 | -0.1 | -4 | 0.0
CO[C@H]1CN(C)C(=O)c2cc(NC(=O)C3CC3)ccc2OC[C@@H](C)N(C(=O)NC(C)C)C[C@@H]1C | -0.1 | -1 | -0.7
C[C@H](CO)N1C[C@H](C)[C@@H](CN(C)Cc2ccncc2)OCCCC[C@H](C)Oc2ccc(NC(=O)C3CCCCC3)cc2C1=O | -0.1 | -3 | 0.2
O=C(Nc1ccc(-c2ccccc2)cc1)[C@H]1[C@H](CO)[C@H]2Cn3c(cccc3=O)[C@@H]1N2Cc1ccncc1 | 0.2 | 3 | 0.0

From PubChem BioAssay

These rows are one share of the data; the hit share may differ from the screen's.
